Source: PubChem BioAssay (several laboratories)
Mtb BioA inh – blocks M. tuberculosis BioA enzyme activity; purified M. tuberculosis BioA enzyme, plate reader; inhibition, % at 9.99 µM; 360,000 compounds, 0.096% hits; in the data active = inhibition above about 40%
FadD28 FP inh – M. tuberculosis FadD28 bisubstrate binding inhibition; FadD28 bisubstrate probe binding, fluorescence polarization; inhibition, % at 12.5 µM; 360,000 compounds, 0.22% hits; AID 588549; in the data active = inhibition above about 8.5%, passing the limit was not always enough
PfHsp40 yeast – restores yeast growth despite PfHsp40 toxicity; S. cerevisiae expressing PfHsp40, growth rescue, ATP luminescence; growth rescue, % at 12.5 µM; 340,000 compounds, 0.68% hits; AID 504582; in the data active = growth rescue above about 28%, passing the limit was not always enough;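 note: yeast W303a lacking pdr1 and pdr3 grown in galactose medium; growth measured after three days at 30 °C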
Y pestis TopoI – inhibitors of Yersinia pestis topoisomerase I | Y. pestis Topo-I cleavage product accumulation, plate reader | activity, % at 10 µM | 360,000 compounds, 0.064% hits; in the data active = activity above about 50%, passing the limit was not always enough; note: inactives centre near 2
Vc quorum ag – induces V. cholerae light production without autoinducers. V. cholerae BH1578 lux reporter, luminescence, 6 h. 350,000 compounds, 0.16% hits. activation, % at 18.7 µM; in the data active = activation mostly above about 9.7%, no sharp cut-off; note: not every result past the cut was called active; inactives centre near 0; reference of the scale not given here
Mtb FBA inh – inhibits M. tuberculosis FBA enzyme | P9WQA3 | purified M. tuberculosis FBA, fluorescence read-out | inhibition, % at 1 µM | 360,000 compounds, 2.3% hits; in the data active = inhibition above about 27%;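 note: 0% = vehicle and 100% = reference inhibitor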
Target sequence (P9WQA3 whole entry, looked up): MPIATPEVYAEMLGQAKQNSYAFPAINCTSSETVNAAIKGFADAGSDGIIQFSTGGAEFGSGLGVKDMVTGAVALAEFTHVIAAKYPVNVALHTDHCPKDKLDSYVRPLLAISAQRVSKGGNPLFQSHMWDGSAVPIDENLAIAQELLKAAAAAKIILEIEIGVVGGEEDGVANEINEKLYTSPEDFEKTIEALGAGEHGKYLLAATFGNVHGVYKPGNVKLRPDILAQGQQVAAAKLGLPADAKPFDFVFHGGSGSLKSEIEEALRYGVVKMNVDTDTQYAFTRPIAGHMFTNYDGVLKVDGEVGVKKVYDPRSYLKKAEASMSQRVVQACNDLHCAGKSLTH
TcdB GH inh – TcdB glycohydrolase inhibition; P18177; TcdB glycohydrolase enzymatic assay, plate reader; inhibition, % at 9.99 µM; 350,000 compounds, 0.24% hits; AID 652162; in the data active = inhibition above about 10%
GDH-TPI inh – counter-screen for M. tuberculosis FBA inhibitors: GDH-TPI coupled enzymes; AID 588335; GDH-TPI coupled enzyme counterscreen, NADH absorbance; 360,000 compounds, 1.2% hits; inhibition, % at 4.8 µM; in the data active = inhibition above about 30%;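 note: 0% = DMSO wells and 100% = wells lacking the enzyme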
Mtb UGM inh – Mtb UDP-galactopyranose mutase inhibition. inhibition, % at 10 µM. P9WIQ1. purified UGM, fluorescence polarization probe displacement. 320,000 compounds, 0.06% hits; in the data active = inhibition above about 10%, passing the limit was not always enough
Target sequence (P9WIQ1 whole entry, looked up): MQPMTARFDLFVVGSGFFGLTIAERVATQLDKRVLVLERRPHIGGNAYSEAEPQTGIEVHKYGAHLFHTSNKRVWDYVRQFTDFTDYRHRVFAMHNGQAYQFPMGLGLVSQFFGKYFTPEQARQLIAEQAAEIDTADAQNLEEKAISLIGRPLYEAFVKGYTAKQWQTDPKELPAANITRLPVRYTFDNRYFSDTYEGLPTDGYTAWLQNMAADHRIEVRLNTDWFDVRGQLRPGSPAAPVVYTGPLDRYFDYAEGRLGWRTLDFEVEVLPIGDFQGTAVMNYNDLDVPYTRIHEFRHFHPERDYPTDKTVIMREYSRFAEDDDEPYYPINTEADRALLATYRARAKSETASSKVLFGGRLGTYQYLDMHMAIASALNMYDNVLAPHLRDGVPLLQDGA
The depositor's hits bear a star; i = inactive; nt = no result given. Compounds were not picked by outcome (roughly 4.6% active in at least one column).

SMILES	Mtb BioA inh	FadD28 FP inh	PfHsp40 yeast	Y pestis TopoI	Vc quorum ag	Mtb FBA inh	TcdB GH inh	GDH-TPI inh	Mtb UGM inh
COc1cc2nc(CN3CCN(S(=O)(=O)c4c(F)cccc4F)CC3)[nH]c(=O)c2cc1OC	-2.1	0.1	0.4	4	i	1	1.8	8	0.7
CC1(c2ccc(OC(F)F)cc2)NC(=O)N(CC(=O)c2ccc3c(c2)OCO3)C1=O (stereo not drawn)	nt	-6.0	-0.3	-4	i	-1	5.6	9	1.5
COc1cc(CCC(=O)N2CCN(S(=O)(=O)c3ccc(C)cc3)CC2)cc(OC)c1OC	0.1	-1.0	-1.4	6	i	5	1.1	5	3.8
Cc1nc(SCC(=O)O)c(C#N)c(C)c1CC(=O)c1ccccc1	nt	-1.2	-0.1	-1	-0.3	-1	0.2	-1	3.1
Cc1cccc(C2(c3cccc(C)c3)OC(=O)c3ccccc32)c1	-3.3	-1.5	-1.6	0	5.0	-10	nt	4	0.4
O=C(c1ccco1)N1CCN(c2ncnc3c2oc2ccccc23)CC1	6.5	0.8	2.2	9	1.7	8	nt	12	0.2
O=C(CN1CCOCC1)Nc1cccc(Cl)c1Cl	-3.5	0.3	0.0	-5	i	0	nt	16	0.4
CC(=O)c1ccc(N2CCN(c3ccc4cc(S(=O)(=O)N5CCC(C)CC5)ccc4n3)CC2)cc1	-0.2	0.9	-1.3	-2	-0.3	2	-0.4	4	-1.5
CCOC(=O)Cc1csc(NC(=O)c2csc3c2CCCC3)n1	-0.9	-1.5	0.6	3	-1.0	1	nt	15	-0.9
CC(=O)NS(=O)(=O)c1ccc(NS(=O)(=O)c2ccccc2[N+](=O)[O-])cc1	-0.9	-3.8	0.3	4	-0.6	-2	0.8	2	-0.4
O=C(Cc1c[nH]c2ccccc12)NCc1cccs1	-0.4	-4.5	0.1	-2	-0.4	1	1.1	-6	0.7
O=c1[nH]c2cccnc2c2ccsc12	-0.9	0.9	0.4	0	1.8	3	1.4	5	2.0
O=c1c2ccccc2nc(/C=C/c2cccnc2)n1Cc1ccccc1	nt	-4.5	0.3	12	-0.3	-1	-0.8	15	nt
COc1cccc(C(O)c2ncc(-c3ccc(Cl)cc3)[nH]2)c1 (stereo not drawn)	0.3	-1.6	nt	-5	i	2	0.5	9	nt
O=C(CCC(=O)NC1CCN(Cc2ccccc2)CC1)NCc1ccco1	-0.7	-0.1	0.0	-4	2.1	-1	nt	18	1.2
O=C(O)c1cc(O)ccc1O	0.3	-0.4	-0.6	2	-0.4	87*	-51	4	nt
Nc1ncnc2c1ncn2C1OC(CO)C(O)C1O (stereo not drawn)	-7.3	-1.0	-2.5	5	0.2	2	1.4	-1	-2.8
Cc1ccccc1Nc1nc(N)nc(CN2CCN(C(=O)c3ccccc3)CC2)n1	nt	-3.7	0.7	2	-0.5	-1	4.7	-7	3.2
Cc1nnc(SCc2cccc(Oc3ccccc3)c2)n1N	nt	-5.7	-1.0	3	-0.3	-1	nt	0	-3.0
Cc1ccc(S(=O)(=O)N[C@H](C(=O)OCC(=O)NC(=O)Nc2ccc3c(c2)OCCO3)C(C)C)cc1	nt	-1.6	7.4	-2	-0.3	2	nt	11	-3.1
CCN(Cc1ccccc1)S(=O)(=O)c1ccc(C(=O)N(CCCN(C)C)c2nc3cc4c(cc3s2)OCO4)cc1	-3.0	-0.8	-0.2	-1	i	2	-0.2	2	0.5
Fc1ccc(-n2c(Cn3nnc4ccccc43)n[nH]c2=S)cc1	nt	-1.5	-1.0	2	-1.9	5	0.2	-1	-0.3
Fc1ccccc1CSc1nncn1NC/C=C/c1ccccc1	7.0	1.0	2.0	9	1.0	2	nt	14	-0.3
C=CCCC(=O)Nc1nc(C)c(-c2csc(Nc3cc(OC)ccc3OC)n2)s1	-0.8	1.9	-0.9	2	-0.3	5	-0.4	7	0.2
O=c1[nH]c(=S)c2[nH]c(=S)n(-c3ccccc3)c2[nH]1	0.7	-1.5	1.6	-3	i	3	-0.1	17	nt

(further entries)
SMILES	Mtb BioA inh	FadD28 FP inh	PfHsp40 yeast	Y pestis TopoI	Vc quorum ag	Mtb FBA inh	TcdB GH inh	GDH-TPI inh	Mtb UGM inh
Cc1cccc(NCc2ccccc2OCc2ccccc2F)c1	-1.0	-1.9	2.2	19	-3.8	-2	-3.9	-5	-0.4
Cc1noc(C)c1C(=O)N1CCC1(C)C(=O)NS(=O)(=O)c1cccc(OC(F)F)c1 (stereo not drawn)	-2.0	-1.6	nt	2	i	0	-0.8	4	nt
CCN1CCN(c2ccc(S(=O)(=O)N3CCCCC3)cc2NC(=O)/C=C/c2ccc(Cl)cc2)CC1	0.6	-12	-1.9	-12	-0.3	10	-0.3	-3	nt
Cc1ccc(NC(=O)NC(=O)N(c2ccccc2)S(C)(=O)=O)cc1	-1.9	-1.0	0.8	1	i	-1	nt	-5	3.4
O=C(O)c1ccc(NS(=O)(=O)c2ccc(C(=O)Nc3ccccc3)cc2)cc1	1.1	-2.3	-0.4	1	-1.6	-1	-0.6	13	-0.6
CC(=O)NC1C(O)OC(CO)C(O)C1O (stereo not drawn)	-0.2	2.2	-0.9	-3	0.7	4	1.2	-9	0.5
CCOc1ccc(C(C)NC(=O)c2ccccc2F)cc1 (stereo not drawn)	-0.8	-1.7	0.1	4	i	0	3.8	2	-0.7
CCOc1ccc(NC(=O)C[n+]2ccc(N(C)C)cc2)cc1	-1.7	-1.1	-1.1	-7	i	-1	1.1	-1	-1.0
COC(=O)C(C)Sc1ccc2nnc(CCNS(=O)(=O)c3ccc(C)cc3)n2n1 (stereo not drawn)	nt	-4.8	0.5	4	-0.3	2	1.6	-10	-0.7
COC(=O)c1ccc(/C=N/Nc2nc3ccccc3[nH]2)cc1	nt	-1.0	-1.0	17	i	1	0.7	14	0.6
CN(CC(=O)Nc1ccc(F)c(F)c1F)C(=O)/C=C/c1ccco1	-1.5	0.1	-0.1	-2	i	2	0.2	15	-2.2
CC(=O)Nc1ccc(C2=NN(c3ccccc3)C(c3cccs3)C2)cc1 (stereo not drawn)	nt	-1.6	-2.3	10	i	189*	0.4	7	-2.4
CCN(CC)C(=O)c1sc(NC(=O)c2cccs2)c(C#N)c1C	nt	-3.9	-0.6	-4	i	-4	0.5	14	-0.5
COC(=O)c1cc(-c2c(C)oc3cc(OC)ccc3c2=O)c(C)o1	34	0.8	-1.5	1	4.2	-3	nt	-7	1.8
COc1ccc(Cl)cc1NC(=O)C(C)Sc1nnc(C2CC2)n1C1CC1 (stereo not drawn)	-5.6	-0.5	0.1	4	i	2	1.0	4	0.5
COCCCNC(=O)c1ccc2c(c1)CCN2S(C)(=O)=O	-1.1	0.1	0.0	12	-0.2	-1	nt	4	4.1
Cc1ccc(S(=O)(=O)c2c(N)n(CCCN(C)C)c3nc4ccccc4nc23)cc1	-1.0	-2.6	0.3	0	i	128*	0.3	42*	3.7
COc1ccc(NC(=O)CN(c2ccc(C)cc2)S(=O)(=O)c2c(C)nn(C)c2C)cc1	-1.0	0.9	0.7	23	-0.4	3	0.5	1	0.3
Cc1ccc2cc3c(NC(=O)c4ccco4)nn(CC(C)C)c3nc2c1	-0.8	0.3	0.2	-16	i	16	nt	13	0.5
CN(Cc1cccc(F)c1)C(=O)C(c1ccccc1)c1ccccc1	1.1	-2.1	0.1	13	i	2	0.2	-11	-0.8
O=C(C(=O)N1CC=C(c2ccccc2)CC1)c1c[nH]c2ccccc12	nt	-3.0	9.5	6	-0.2	-2	0.2	6	-0.4
COc1ccc(NC(=O)c2cccc([N+](=O)[O-])c2)cc1	nt	-2.1	-0.2	-9	-0.3	-8	-0.3	3	-2.9
COc1ccc(NS(=O)(=O)c2cc(NC(=O)c3ccccc3)ccc2N2CCOCC2)cc1	-4.4	-0.2	0.0	8	-1.2	-2	1.8	-1	0.3
CCOc1ccc(NC(=O)NCc2ccccn2)cc1	-2.8	-3.2	-0.9	6	i	-2	1.2	-2	2.1
CC(C)C(CCNCc1ccccn1)c1ccc(Cl)cc1 (stereo not drawn)	0.4	-1.1	-0.5	9	-6.7	4	-0.3	1	-0.5

One compound at a time (already shown). Order of screens: Mtb BioA inh	FadD28 FP inh	PfHsp40 yeast	Y pestis TopoI	Vc quorum ag	Mtb FBA inh	TcdB GH inh	GDH-TPI inh	Mtb UGM inh
Profile of `Cc1ccc(S(=O)(=O)c2c(N)n(CCCN(C)C)c3nc4ccccc4nc23)cc1` = -1.0	-2.6	0.3	0	i	128*	0.3	42*	3.7
Profile of `Cc1nnc(SCc2cccc(Oc3ccccc3)c2)n1N` = nt	-5.7	-1.0	3	-0.3	-1	nt	0	-3.0
Profile of `CC(C)C(CCNCc1ccccn1)c1ccc(Cl)cc1` (stereo not drawn) = 0.4	-1.1	-0.5	9	-6.7	4	-0.3	1	-0.5
Profile of `CCOc1ccc(NC(=O)C[n+]2ccc(N(C)C)cc2)cc1` = -1.7	-1.1	-1.1	-7	i	-1	1.1	-1	-1.0
Profile of `CC1(c2ccc(OC(F)F)cc2)NC(=O)N(CC(=O)c2ccc3c(c2)OCO3)C1=O` (stereo not drawn) = nt	-6.0	-0.3	-4	i	-1	5.6	9	1.5

(next part)
SMILES	Mtb BioA inh	FadD28 FP inh	PfHsp40 yeast	Y pestis TopoI	Vc quorum ag	Mtb FBA inh	TcdB GH inh	GDH-TPI inh	Mtb UGM inh
COc1ccc(NC(=O)CSc2nc(N3CCCCC3)nc(N3CCCCC3)n2)cc1	-0.6	-1.3	-0.5	9	-3.7	-1	nt	3	-4.1
O=C(Nc1ccc(F)c(Cl)c1)c1nsc(Cl)c1Cl	1.0	-0.7	1.3	-1	i	3	2.5	7	-0.7
CSCc1ccc(C(=O)N2CCC(CCC(=O)N(C)Cc3ccccc3)CC2)o1	6.3	-0.3	0.0	32	0.6	2	0.2	1	0.4
NCCc1ccc(S(=O)(=O)F)cc1	-0.8	-1.2	-1.0	2	i	3	0.1	0	-0.9
Nc1cc(=O)[nH]n1C1CCCCC1	-0.7	-0.1	0.4	-4	-0.3	-1	1.3	1	-1.2
Cn1cccc1C(=O)NC(=O)COC(=O)c1ccc(S(C)(=O)=O)c([N+](=O)[O-])c1	0.4	-3.9	-0.4	-8	-1.2	-1	nt	7	-2.0
O=C(C[C@@H]1C[C@@H]2c3cc(NS(=O)(=O)c4ccc(F)cc4)ccc3O[C@@H]2[C@@H](CO)O1)NC1CCCCC1	1.3	-2.4	nt	14	i	-2	0.6	7	nt
Cc1cc(C(=O)CSc2nc3ccccc3[nH]2)c(C)n1Cc1ccco1	1.1	-6.7	0.7	5	-0.6	-6	0.5	7	-0.6
O=C(CSc1nnc2c(n1)[nH]c1ccccc12)Nc1nncs1	3.4	-5.4	-0.6	-6	-0.4	1	-2.6	13	-1.1
COc1cc2[nH]c(=O)n(CCC(=O)N3CCN(Cc4ccc5c(c4)OCO5)CC3)c(=O)c2cc1OC	nt	-0.8	0.6	2	i	4	0.6	9	3.9
Cc1cc(C)cc(NC(=O)COc2coc(CN3CCc4ccccc43)cc2=O)c1	-1.6	-1.2	0.3	28	-12	0	1.5	10	2.2
C=CCOc1cccc(/C=N/NC(=O)CN(c2cc(Cl)ccc2OC)S(=O)(=O)c2ccc(C)c([N+](=O)[O-])c2)c1	nt	-2.4	-0.6	6	-0.2	-10	-0.3	0	0.6
S=C(NCCc1ccccc1)N1CCC2CC1c1cc(-c3ccc4c(c3)OCO4)ccc12 (stereo not drawn)	-2.1	-0.5	nt	nt	nt	3	0.3	nt	nt
COc1ccc(F)cc1C(=O)C1CCCN(Cc2cn(C)c3ccccc23)C1 (stereo not drawn)	0.8	0.3	0.6	14	0.4	4	0.9	13	4.6
CCCN(CCC)Cc1cc(=O)oc2cc(C)ccc12	5.4	-3.7	nt	nt	nt	-1	0.1	nt	nt
COCCN(C)Cc1cn(-c2ccc(F)cc2F)nc1-c1ccccc1C	nt	-2.4	6.9	5	0.0	5	-0.3	4	-1.9
COc1ccc(N2CCN(C(=O)c3ccc(C)cc3)CC2)c([N+](=O)[O-])c1	nt	1.6	33*	10	-0.2	1	nt	6	-0.7
CCN(CC)C1CCN(C(=O)c2ccc(OC3CCN(Cc4ccccn4)CC3)cc2)C1 (stereo not drawn)	-1.5	-1.7	1.1	-10	-0.4	0	-0.1	1	0.3
COc1cccc(C2SCC(=O)N2c2cccc(C)c2)c1OC (stereo not drawn)	0.6	-1.1	-0.3	6	i	0	nt	0	-0.6
